High-throughput results from PubChem BioAssay.
PglD inh = C. jejuni PglD acetyltransferase inhibitors, primary screen, biochemical, DTNB colorimetric, single point | inhibition, % at 12.5 µM | purified PglD enzyme, DTNB colorimetric CoA detection | 360,000 compounds, 0.098% hits | UDP-N-acetylbacillosamine N-acetyltransferase PglD (Campylobacter jejuni); in the data active = inhibition above about 16%, passing the limit was not always enough; inconclusive = no clear call, values can overlap the other calls; also: strong numbers were not always called active
DENV2 CPE = inhibitors of DENV2 cytopathic effect, primary screen, cell-based, plate reader, single concentration. DENV2-infected cells, cytopathic effect rescue. CPE inhibition, % at 9.99 µM. 350,000 compounds, 1.7% hits. AID 651640, 2012; in the data active = CPE inhibition above about 20%, passing the limit was not always enough; inconclusive = no clear call, values can overlap the other calls; tested in BHK-21 cells;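 also: 0% = median of neutral control wells and 100% = median of positive control wells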
S100A4 inh HTS = inhibitors of S100A4-myosin IIA peptide binding, primary screen, biochemical, fluorescence polarization, TAMRA-MyoIIA peptide; Protein S100-A4 (Homo sapiens), P26447; inhibition, % at 10.7 µM; 360,000 compounds, 0.14% hits; AID 652163, 2013;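 active = mean inhibition of at least 70% across replicates, with every replicate also reaching that level; inconclusive = mean inhibition reaches 70% but some replicates fall short; inactive = mean inhibition below 70%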
Target sequence (P26447 whole entry, looked up): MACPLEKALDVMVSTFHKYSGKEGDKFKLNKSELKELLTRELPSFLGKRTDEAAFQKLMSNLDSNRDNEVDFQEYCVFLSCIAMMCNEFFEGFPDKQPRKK
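Material: S100A4 monomer protein | Medium: HEPES pH 7.2 with CaCl2, KCl, NaCl, DTT, Triton | Reagent: Labelled myosin peptide probe, 5 nM | Doses: One dose per compound | Times: 5 min incubation before reading | Benchmarks: Neutral control DMSO, positive control TFP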
Statin myotox sup = suppressors of statin myotoxicity in C2C12 myotubes, primary screen, cell-based, single point, plate reader. 330,000 compounds, 0.78% hits. C2C12 myotubes + simvastatin, ATP luminescence, 48 h; scaled: DMSO 0, geranylgeraniol control 100. rescue of ATP level, % at 7.49 µM;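 active = mean ATP rescue above about 67%, or every replicate alone reaching that limit, limit read from the data, passing the limit was not always enough; inconclusive = no clear call, values can overlap the other calls; inactive = mean under the limit and some replicate under it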;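 also: myotubes were challenged with 10 µM simvastatin during compound exposure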
SIRT5 inh = SIRT5 desuccinylase inhibitors, primary screen, biochemical, fluorescence imaging, single point, set 5; NAD-dependent protein deacylase sirtuin-5, mitochondrial (Homo sapiens), Q9NXA8; Purified SirT5, succinyl-peptide AMC, trypsin-coupled fluorescence; inhibition, % at 15 µM; 330,000 compounds, 1.1% hits; AID 652115, 2013; in the data active = inhibition above about 15%; inconclusive = no clear call, values can overlap the other calls
Target sequence (Q9NXA8 whole entry, looked up): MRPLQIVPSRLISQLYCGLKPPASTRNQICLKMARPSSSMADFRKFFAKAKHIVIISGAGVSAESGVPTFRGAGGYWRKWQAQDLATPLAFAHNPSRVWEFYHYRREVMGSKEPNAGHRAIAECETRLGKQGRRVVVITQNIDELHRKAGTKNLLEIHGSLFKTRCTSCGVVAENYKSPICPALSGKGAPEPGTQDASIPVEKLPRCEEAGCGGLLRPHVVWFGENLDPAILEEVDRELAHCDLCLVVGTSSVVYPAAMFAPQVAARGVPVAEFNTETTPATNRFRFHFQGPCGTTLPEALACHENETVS
ERp5 inh = inhibitors of ERp5-driven insulin aggregation, primary screen, biochemical, turbidity, absorbance 650 nm, single point. Protein disulfide-isomerase A6 (Homo sapiens), Q15084. 350,000 compounds, 0.05% hits. inhibition, % at 9.99 µM. 90 min;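 active = mean replicate inhibition above about 25%, with every replicate also reaching it, limit read from the data, passing the limit was not always enough; inconclusive = only one of those two criteria met; inactive = neither criterion met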
Target sequence (Q15084 whole entry, looked up): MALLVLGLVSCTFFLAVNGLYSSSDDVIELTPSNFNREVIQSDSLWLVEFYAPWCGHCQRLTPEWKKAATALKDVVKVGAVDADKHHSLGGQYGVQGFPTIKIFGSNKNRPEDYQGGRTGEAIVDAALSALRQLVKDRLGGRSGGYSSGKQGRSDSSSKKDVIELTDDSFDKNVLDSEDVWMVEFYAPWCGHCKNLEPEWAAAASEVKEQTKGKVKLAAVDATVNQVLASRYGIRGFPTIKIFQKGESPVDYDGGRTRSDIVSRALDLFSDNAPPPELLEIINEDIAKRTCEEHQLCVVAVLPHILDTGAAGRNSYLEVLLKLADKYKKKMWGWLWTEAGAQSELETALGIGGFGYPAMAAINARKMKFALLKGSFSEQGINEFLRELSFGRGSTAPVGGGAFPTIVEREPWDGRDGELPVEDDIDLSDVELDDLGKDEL
E-selectin induc = E-selectin induction in HUVECs, primary screen, imaging, HUVEC, immunofluorescence imaging, single point; 260,000 compounds, 0.37% hits; normalized: neutral wells 0, TNF-alpha wells 100; P16581; AID 686992, 2013; activation, % at 7.58 µM;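 active = mean E-selectin-positive cell signal at least 10% of the positive control, reached in at least 60% of replicates, without over 20% cell loss; inconclusive = no rule given, readout overlaps actives, possibly toxicity-flagged; inactive = the rest, including those meeting only one limit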;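 also: in these data hits start at about 27%; measured in HUVEC primary endothelial cells; signal is the percent of cells scored E-selectin positive by PE staining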
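Test system: HUVEC; input: 3,000 HUVEC/well; measured by: immunofluorescence imaging; read-out: % PE-positive cells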
* hit, by the source's call; ? = inconclusive; nt = not tested or not shown.

Screens in order – S100A4 inh HTS, E-selectin induc, DENV2 CPE, Statin myotox sup, ERp5 inh, PglD inh, SIRT5 inh
> C[C@@H]1CCCCO[C@H](CN(C)S(=O)(=O)c2cn(C)cn2)[C@@H](C)CN([C@H](C)CO)C(=O)c2cc(NC(=O)Nc3ccc(F)cc3)ccc2O1
 : 3, 0.1, 3, nt, -2, -4, 2
> CCCC(=NC(C)CC)C1=C(O)CC(c2ccccc2)CC1=O (centres undefined)
 : 2, nt, -8, -25, 11, -4, 0
> CCOc1ccc(C(=O)NCc2ccccc2)cc1Br
 : 3, nt, -6, nt, -1, -2, nt
> C[C@H]1CCCCO[C@H](CN(C)Cc2ccc(Cl)c(Cl)c2)[C@@H](C)CN([C@@H](C)CO)C(=O)c2cc(NC(=O)Nc3ccc(C(F)(F)F)cc3)ccc2O1
 : 3, 0.5, 9, -230, 4, 0, -5
> CNC(=O)c1ccsc1NC(=O)c1ccc(S(=O)(=O)N2CCc3ccccc32)cc1
 : 11, -0.5, 10, 8, -3, -2, 2
> Cc1nc(C(C)NC(=O)c2cc(COc3ccc(C)c(C)c3)on2)c(C)s1 (centres undefined)
 : -4, nt, 10, 6, -8, 10, 1
> CCc1nc2ccc(C(=O)NCCC(C)C)cn2c1N(C)Cc1ccc(OC)cc1
 : 1, -0.1, 1, -13, 6, 4, 2
> O=C(Cc1ccccc1)N1C[C@H]2[C@@H](c3ccccc31)[C@@H](CO)N2C(=O)C1CCCCC1
 : 3, 0.4, -6, -13, -3, -1, -2
> CCOc1c(O)ccc(C2NC(=O)N(C)C(C)=C2C(=O)OC)c1[N+](=O)[O-] (centres undefined)
 : -15, nt, -5, nt, -1, nt, 0
> Cc1ccc(-n2nnnc2SCc2nnc(-c3ccccc3Br)o2)c(C)c1
 : -10, nt, -5, -19, 1, -4, 0
> CCCCCCN(C(=O)CCCCCN1C(=O)NC(c2ccc(-c3ccccc3)cc2)C(C(=O)OCc2ccccc2)=C1C)C(C)C(=O)NCCCC (centres undefined)
 : 5, -0.1, ?, nt, -3, nt, -3
> COc1ccc(S(=O)(=O)N(C)C[C@@H]2Oc3ccc(NC(=O)C4CC4)cc3CC(=O)N([C@@H](C)CO)C[C@H]2C)cc1
 : 1, -1.6, 1, 11, 1, -4, 3
> O=C(NCc1ccccc1)[C@H]1[C@H](CO)[C@H]2Cn3c(cccc3=O)[C@@H]1N2C(=O)c1cnccn1
 : 2, -0.2, -1, nt, 0, nt, 4
> CCOc1ccc(NC(=O)C2C3CCC4C(CCC32)C4(Cl)Cl)cc1 (centres undefined)
 : -1, 0.4, -4, nt, 4, nt, -3
> Cc1ccc(C)c(NC(=O)COC(=O)c2nn(C)c(=O)c3ccccc23)c1
 : 1, nt, -5, -1, 2, 5, 0
> COc1ccc(OC)c(NC(=O)COC(=O)CN(C)S(=O)(=O)c2ccc(C)cc2)c1
 : 0, 5.1, -11, 2, 2, 2, -11
> N#C[C@@H]1[C@H](c2ccccc2C2=CCCCC2)[C@H](CO)N1C(=O)c1cccc(F)c1
 : 3, 0.1, -1, nt, 4, nt, 0
> O=C(CSCc1ccc(Cl)cc1)Nc1nccs1
 : -17, nt, 0, 10, 3, 1, 8
> COC(=O)c1ccc(N2CCOCC2)c(NC(=O)c2cccs2)c1
 : -3, 0.3, -4, 3, 4, -2, -4
> CO[C@H]1CN(C)C(=O)c2ccc(NC(=O)c3ccccc3F)cc2OC[C@@H](C)N(C)C[C@@H]1C
 : nt, -0.2, nt, 5, nt, 0, nt
> CCC(=O)N1[C@H](C(=O)N2CCCCC2)[C@@H](CO)[C@@H]2Cn3c(ccc(-c4ccccc4)c3=O)[C@@H]21
 : -6, 0.1, -6, -24, 6, 2, -20
> CC1CCCC(C)N1C(=O)CN1C(=O)C(C)(C)Oc2ccc(C(=O)NC3CCCC3)cc21 (centres undefined)
 : 2, nt, nt, -9, -14, -2, 3
> CCCN(CC(=O)Nc1ccc(Cl)cc1Cl)C(=O)/C=C/c1cccc([N+](=O)[O-])c1
 : -4, 0.9, 1, -1, -2, 2, -1
> COc1ccc(OC)c(-c2csc(NC(=O)Cc3ccccc3F)n2)c1
 : -5, nt, -5, -1, 4, 3, -1
> CCOc1ncccc1C(=O)NNC(=O)c1cccc(S(=O)(=O)N2CCOCC2)c1
 : -6, nt, -1, 1, 7, 0, -1
> COC(=O)c1cc(NC(=O)c2cccnc2)ccc1N1CCOCC1
 : -1, -0.1, -6, nt, 2, nt, 0
> C[C@H]1CN([C@@H](C)CO)C(=O)c2cccc(NC(=O)c3ccncc3)c2O[C@H]1CN(C)Cc1ccc(C(F)(F)F)cc1
 : -12, 0.2, 24*, -2, 0, 7, -6
> C/C=C/c1ccc([C@H]2[C@@H](CO)N(S(C)(=O)=O)C23CN(C(=O)CC)C3)cc1
 : 4, 0.0, -7, nt, 10, nt, 1
> Cc1ccc(S(=O)(=O)N2CC3=C(c4ccccc4)CC4(C)C(=O)C(C)(C)CC4=C3C2)cc1 (centres undefined)
 : -13, 0.0, -12, nt, 1, nt, nt
> Cc1cc([N+](=O)[O-])ccc1NC(=O)COc1nsnc1N1CCOCC1
 : -2, nt, -4, 9, -1, 0, -2

Next part.
Screens in order – S100A4 inh HTS, E-selectin induc, DENV2 CPE, Statin myotox sup, ERp5 inh, PglD inh, SIRT5 inh
> COc1ccc(C2CC(c3ccc(Cl)cc3)=NN2c2ccc(S(N)(=O)=O)cc2)cc1 (centres undefined)
 : -10, -1.3, 5, 15, 3, -1, -4
> Cc1ccccc1S(=O)(=O)NCC[C@H]1CC[C@H](NC(=O)C2CCC2)[C@H](CO)O1
 : 102*, 0.4, -6, 1, -13, -6, 4
> CC(=O)N1CCN=C1SCc1ccccc1
 : 0, 0.0, -10, -8, 5, -1, nt
> Cc1nc2c3cc(F)ccc3n(Cc3ccccc3)c2s1
 : -15, nt, -3, -19, 9, 1, -4
> CC1CN(S(=O)(=O)c2cccc(C(=O)N(C)C3CCCCC3)c2)CC(C)O1 (centres undefined)
 : 6, nt, 9, 5, 5, -2, -3
> C[C@@H]1CN([C@@H](C)CO)S(=O)(=O)c2ccc(C#CCN(C)C)cc2O[C@H]1CN(C)C(=O)Nc1ccccc1F
 : 1, 0.3, 7, 5, -3, 1, 1
> C=C(C)C1CC=C(C)/C(=N/NC(=O)c2ccc(NC(=O)c3cccc(C)c3)cc2)C1 (centres undefined)
 : 0, nt, -2, 2, 0, -4, -1
> CCc1cc2c(=O)c(-c3cnn(-c4ccccc4)c3)c(C(F)(F)F)oc2c(CN(C)C)c1O
 : 18, -1.6, -1, nt, 2, 0, -2
> Cc1ccc(Nc2nnc(C)c3ccccc23)c(C)c1
 : 2, nt, 1, nt, 2, nt, 3
> Nc1nonc1-n1nnc(C(=O)N/N=C/c2ccccc2)c1CSc1ccccc1
 : -85, -0.1, -5, nt, -8, -6, -6
> COc1ccc(COc2cc(-c3cccc(OC)c3)nc3ccc(NC(=O)c4cccnc4)cc23)cc1
 : 2, nt, -9, -82, 2, -6, nt
> C[C@@H]1CN([C@H](C)CO)C(=O)c2cc(NC(=O)CCC(F)(F)F)ccc2O[C@H]1CN(C)Cc1ccc(C(F)(F)F)cc1
 : -3, -21, ?, 6, -2, -1, 4
> CC(C)CNS(=O)(=O)c1ccc(CCC(=O)N2CCN(c3ccc(F)cc3)CC2)cc1
 : -28, 0.2, 9, 7, 3, nt, -2
> O=C(Nc1ccc(Cl)cc1)c1sccc1-n1cccc1
 : 0, nt, -2, nt, 4, nt, 3
> Nc1c(C(=O)Nc2ccccc2)c2nc3ccccc3nc2n1CCCN1CCOCC1
 : 0, 0.3, -26, 14, 2, 5, 0
> CC1CN(c2ccc([N+](=O)[O-])cc2Cl)CCN1S(C)(=O)=O (centres undefined)
 : 6, -0.8, 9, 3, -3, nt, 8
> O=[N+]([O-])c1ccc(S(=O)(=O)Nc2nnc(C(F)(F)F)s2)cc1
 : -1, 0.0, 6, -1, 4, -7, 1
> COc1ccc(NC(=O)/C(=C\c2ccc(OC)c(OC)c2)NC(=O)c2ccco2)cc1
 : -1, nt, 0, 6, 1, 4, 2
> COc1ccc(CC(=O)OCC(=O)Nc2ccc3[nH]c(=O)[nH]c3c2)cc1
 : 1, -0.3, 0, 9, 6, -5, -4
> O=C(NCc1ccccc1)C1CCCN(c2cnccn2)C1 (centres undefined)
 : 3, nt, 2, -4, 0, 2, 1
> COC(=O)c1ccc(C(NC(=O)OCc2ccccc2)/C(F)=C/[C@@H](C)C(=O)NCc2ccc(OC)c(OC)c2)cc1 (some centres undefined)
 : 0, 0.1, -7, -10, -4, -3, nt
> COc1ccc2c3c(n(C)c2c1)[C@H](CO)N(C(=O)Cc1ccccn1)CC31CCN(Cc2ccccn2)CC1
 : -7, -0.2, 16, nt, 4, nt, nt
> Cc1ccc(NC(=O)c2ccc(-c3nn(C)c(=O)c4ccccc34)cc2)cc1
 : 25, nt, nt, 0, 2, 0, -1
> Cn1ccnc1-c1nnn(-c2ccc(Cl)c(Cl)c2)n1
 : nt, 1.0, nt, 14, nt, -4, nt
> S=c1[nH]c(-c2ccccc2)cn1/N=C/c1cccs1
 : -11, -0.3, 1, nt, 2, 1, -4
> CCN(CC(=O)NCc1ccc(F)cc1)C(=O)C(C)Oc1cccc(Cl)c1 (centres undefined)
 : 8, -0.6, -1, -1, -7, 1, -3
> CC(C)CN(C(=O)COC(=O)C1CC1)c1c(N)n(Cc2ccccc2)c(=O)[nH]c1=O
 : -1, -1.7, -7, 10, -6, nt, 8
> Cc1ccc(NC(=O)NC(=O)COc2c(F)c(F)cc(F)c2F)c(C)c1
 : -3, -0.3, -2, -1, 1, -1, -1
> CN(C)CC(=O)N1[C@H](CO)[C@H](c2ccccc2)C12CN(C(=O)C1CCCC1)C2
 : -42, 0.1, 11, nt, 3, nt, -1
> O=C(CSc1ccc(-c2ccccn2)nn1)c1ccc([N+](=O)[O-])cc1
 : 1, nt, 1, 10, -1, nt, -2
> O=C(NCC(F)(F)F)[C@@H]1[C@@H](CO)[C@@H]2Cn3c(cccc3=O)[C@@H]2N1CCC(F)(F)F
 : 0, 0.6, 0, nt, 0, nt, -3
> CCOC(=O)C1=CCN(S(=O)(=O)c2ccccc2F)C1c1cccc(Br)c1 (centres undefined)
 : 1, 0.6, 14, -2, 3, 0, -4
> CNC(=O)C[C@H]1CC[C@H]2[C@H](COc3ccc(NC(=O)C(C)C)cc3C(=O)N2C)O1
 : nt, 0.0, 4, -3, nt, 0, nt

Rewritten with tabs: 5 of the compounds above.
Compound	S100A4 inh HTS	E-selectin induc	DENV2 CPE	Statin myotox sup	ERp5 inh	PglD inh	SIRT5 inh
COc1ccc(OC)c(-c2csc(NC(=O)Cc3ccccc3F)n2)c1	-5	nt	-5	-1	4	3	-1
CCOc1ncccc1C(=O)NNC(=O)c1cccc(S(=O)(=O)N2CCOCC2)c1	-6	nt	-1	1	7	0	-1
COC(=O)c1cc(NC(=O)c2cccnc2)ccc1N1CCOCC1	-1	-0.1	-6	nt	2	nt	0
C[C@H]1CN([C@@H](C)CO)C(=O)c2cccc(NC(=O)c3ccncc3)c2O[C@H]1CN(C)Cc1ccc(C(F)(F)F)cc1	-12	0.2	24*	-2	0	7	-6
C/C=C/c1ccc([C@H]2[C@@H](CO)N(S(C)(=O)=O)C23CN(C(=O)CC)C3)cc1	4	0.0	-7	nt	10	nt	1

Some of the compounds tested; count on the stated rates, not on these rows.
